Screens as filed in PubChem BioAssay.
STK33 inh: human STK33 kinase inhibition; purified STK33, MBP phosphorylation, ADP-Glo luminescence; inhibition, % at 10 µM; hit rate 0.073% among 320,000;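 active = inhibition at or above 25%, using the most active replicate where run in duplicate; inactive = inhibition below 25%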
Target sequence (Q9BYT3 whole entry, looked up): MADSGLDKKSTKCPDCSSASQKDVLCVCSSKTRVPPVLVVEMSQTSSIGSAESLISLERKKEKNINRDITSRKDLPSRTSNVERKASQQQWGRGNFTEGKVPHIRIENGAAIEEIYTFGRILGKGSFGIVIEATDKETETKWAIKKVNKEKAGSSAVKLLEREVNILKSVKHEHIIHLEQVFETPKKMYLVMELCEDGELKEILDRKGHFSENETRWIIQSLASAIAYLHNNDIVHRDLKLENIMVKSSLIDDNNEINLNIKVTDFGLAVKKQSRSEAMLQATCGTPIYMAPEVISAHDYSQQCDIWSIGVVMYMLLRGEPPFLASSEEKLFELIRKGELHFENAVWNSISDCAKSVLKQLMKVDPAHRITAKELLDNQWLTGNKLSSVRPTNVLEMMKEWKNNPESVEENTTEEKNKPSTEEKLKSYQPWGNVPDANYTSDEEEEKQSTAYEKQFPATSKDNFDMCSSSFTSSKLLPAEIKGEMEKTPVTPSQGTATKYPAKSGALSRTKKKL
KCNQ2 block: KCNQ2 potassium channel inhibitors, primary screen, cell-based, CHO-K1, FluxOR thallium flux, B-score (AID 2156); hit rate 1.1% among 310,000; 20 min; active compounds read low; B-score at 10 µM;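 active = fluorescence ratio B-score at most minus 3 library SDs, with starting brightness B-score within 2 library SDs, cut at about -5.5 in these data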
Kir21 block: blocks the mouse Kir2.1 inward-rectifier potassium channel; P35561; HEK293-Kir2.1, FluxOR thallium flux fluorescence; active compounds read low; B-score at 10 µM; hit rate 0.85% among 310,000; AID 1672;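 active = fluorescence ratio B-score at or below minus 3 SD of library scores, with starting-brightness B-score within 2 SD, cut at about -4.2 in these data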;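 also: channel flux triggered by added potassium and thallium sulfate stimulus; B-score of peak minus minimum fluorescence over baseline after thallium stimulus; more negative B-score means stronger Kir2.1 block with less thallium influx; some compounds called inactive have numbers as strong as hits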
Target sequence (P35561 whole entry, looked up): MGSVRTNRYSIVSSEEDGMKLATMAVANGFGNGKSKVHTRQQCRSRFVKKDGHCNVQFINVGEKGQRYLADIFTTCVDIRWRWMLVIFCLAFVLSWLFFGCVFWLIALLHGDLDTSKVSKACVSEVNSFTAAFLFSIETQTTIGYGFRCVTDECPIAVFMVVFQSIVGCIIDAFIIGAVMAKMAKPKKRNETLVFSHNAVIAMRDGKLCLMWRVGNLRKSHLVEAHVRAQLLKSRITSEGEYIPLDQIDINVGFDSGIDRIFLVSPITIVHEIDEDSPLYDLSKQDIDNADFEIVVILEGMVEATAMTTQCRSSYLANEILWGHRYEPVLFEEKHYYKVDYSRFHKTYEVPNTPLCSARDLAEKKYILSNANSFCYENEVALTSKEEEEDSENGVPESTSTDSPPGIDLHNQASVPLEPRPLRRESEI
Numbers without * were called inactive; i = inactive; . = no result given.

No.	Structure	STK33 inh	KCNQ2 block	Kir21 block
1	C[C@]12CCC3C(CC[C@H]4CC(O)CC[C@]34C)C1CC/C2=N/NC(=O)c1ccncc1 (some centres not stated)	-1.0	i	-2
2	Cc1ccc2nc(C)c(Cl)c(=O)n2c1	-1.8	i	-2.3
3	Cc1cc(OCC(=O)NCCc2ccc(Cl)cc2)c2c(C)cc(=O)oc2c1	-1.3	i	-0.49
4	CCOC(=O)C1=C(O)/C(=C\c2ccc(O)c(OCC)c2)N=C1C	0.2	i	-0.1
5	Cc1[nH]n(-c2cccc3ccccc23)c(=O)c1C=Nc1ccc2[nH]c(=O)[nH]c2c1	-0.6	i	-0.57
6	Cc1nnc(SCC(=O)NC2CCCCC2C)s1 (configuration not stated)	-2.5	i	0.23
7	COc1ccc(CC(=O)Oc2ccc(C)cc2C)cc1	-1.2	i	1.4
8	Cc1[nH][nH]c(=O)c1N=Nc1ccc(S(N)(=O)=O)cc1	3.3	i	2.1
9	CN1CCN(C(=S)C(=O)Nc2ccc(Br)cc2)CC1	-2.1	i	1.1
10	COc1ccc(C(=O)Cn2cnc3ccccc3c2=O)cc1	-0.8	i	-0.57
11	Cc1c(C(N)=O)sc2ncn(CC(=O)OC(C)C)c(=O)c12	-2.1	i	-0.47
12	CC(=O)Nc1ccc2c(c1)nc(CCN1CCN(c3ccccn3)CC1)n2C	0.4	i	-1.6
13	COc1ccc2nc(NC(=O)Nc3ccccc3OC)sc2c1	-1.0	i	0.1
14	CC(C)CN(C(=O)c1cccc([N+](=O)[O-])c1)c1c(N)n(CC(C)C)c(=O)[nH]c1=O	-2.1	i	0.65
15	COc1ccc(N(CC(=O)NCc2ccc(C)cc2)S(=O)(=O)c2c(C)[nH]c(=O)[nH]c2=O)cc1	.	i	-0.02
16	COc1ccccc1/C=C/C=N/N1CCN(c2ccccn2)CC1	-0.8	i	-0.73
17	O=C(NCc1ccco1)c1cc(-c2cccnc2)nc2ccccc12	-0.2	i	0.32
18	CCCCOC(=O)Nc1nc2ccc(OC)cc2s1	-0.8	i	2.4
19	Cc1ccc(Oc2ccc(Oc3ccc(C)cc3)nn2)cc1	-2.3	i	-1.2
20	COP(=O)(c1ccc(N(C)C)cc1)C(O)c1ccccc1 (configuration not stated)	0.1	i	0.63
21	CC(C)NCCCCOc1cccc(Br)c1	-0.1	i	0.02
22	CCOC(=O)c1c(C)[nH]c(C(=O)COC(=O)c2oc3ccccc3c2C)c1C	1.0	i	0.15
23	N#CCSc1nc(N)c(C#N)c(C2CCCCC2)c1C#N	0.2	i	-2.4
24	Cc1sc(N/N=C/C=C/c2ccccc2)nc1-c1ccccc1	-1.1	i	-0.45
25	C/C(=N\NC(=O)c1ccc(O)cc1)c1ccc(N2CCOCC2)cc1	-1.6	i	-0.26
26	NC(=O)C1CCN(C(=O)CN2CCN(c3cccc(C(F)(F)F)c3)CC2)CC1	-0.2	i	-0.02
27	CCc1cc2c3c(c(=O)oc2cc1OC)CCCC3	-0.4	i	-0.07
28	Cc1ccc(F)cc1NC(=O)CSc1nc(Nc2ccccc2)nc(N2CCOCC2)n1	0.1	i	0.4
29	COC(=O)CSc1ccc2nnc(-c3ccc(F)cc3)n2n1	3.1	i	-0.48
30	COc1ccc(CCN(C)C(=O)/C=C/c2c(Cl)nc3ccccn23)cc1OC	-0.5	i	0.46

Reformatted: results already given.
(27) CCc1cc2c3c(c(=O)oc2cc1OC)CCCC3
(30) COc1ccc(CCN(C)C(=O)/C=C/c2c(Cl)nc3ccccn23)cc1OC
(24) Cc1sc(N/N=C/C=C/c2ccccc2)nc1-c1ccccc1

| assay / entry | 27 | 30 | 24 |
| --- | --- | --- | --- |
| STK33 inh | -0.4 | -0.5 | -1.1 |
| KCNQ2 block | i | i | i |
| Kir21 block | -0.07 | 0.46 | -0.45 |

The main list resumes with the 2 entries that preceded the break.
No.	Structure	STK33 inh	KCNQ2 block	Kir21 block
29	COC(=O)CSc1ccc2nnc(-c3ccc(F)cc3)n2n1	3.1	i	-0.48
30	COc1ccc(CCN(C)C(=O)/C=C/c2c(Cl)nc3ccccn23)cc1OC	-0.5	i	0.46
31	COc1ccc(CCNC(=O)c2nn(C)c3c2CS(=O)(=O)c2ccccc2-3)cc1OC	-0.5	i	0.59
32	NC(=O)c1ccsc1NC(=O)COC(=O)C1CC2CCCC(C1)C2=O (configuration not stated)	-0.4	i	0.85
33	COc1ccc(C(C(=O)NCc2ccc(F)cc2)N(C(=O)c2csnn2)C2CC2)cc1 (configuration not stated)	-1.5	i	2.2
34	Cc1c(C(=O)N2CCN(c3ccccn3)CC2)oc2ccccc12	-0.3	i	-0.9
35	COc1ccc(/C=N/NC(=O)C2COc3ccccc3O2)cc1OC (configuration not stated)	0.0	i	-0.71
36	COc1ccc(C(F)(F)F)cc1NC(=O)c1nc2nc(C)cc(C(F)F)n2n1	-1.2	i	-0.69
37	O=C(COC(=O)c1cccc2ccccc12)NCCCc1ccccc1	-0.1	i	-0.33
38	CCOC(=O)c1ccc(-c2n[nH]c(=O)c3ccccc23)cc1	-0.6	i	1.1
39	Cc1cccn2c(=O)nc(SCC(=O)NCc3ccccc3Cl)nc12	-0.6	i	0.12
40	COC(=O)Cc1c(C)c2ccc(OC3CCCCC3=O)cc2oc1=O (configuration not stated)	-2.6	i	0.75
41	CC(C)(C)OC(=O)N/N=C\c1ccc([N+](=O)[O-])s1	-1.8	i	-1.9
42	COc1cc(OC)c([N+](=O)[O-])cc1/C=N/NC(=O)c1ccncc1	1.2	i	-0.04
43	O=C(NCc1ccccn1)c1nc(-c2cccs2)no1	0.5	i	1.1
44	CCCCCc1nnc(NC(=O)C(=O)OCC)s1	0.1	i	1.3
45	Cc1nc2ccccn2c1C(=O)c1ccccc1	-0.2	i	-0.67
46	COc1cccc(C(=O)NC2CC3CCC(C2)N3Cc2ccccc2)c1 (configuration not stated)	0.1	i	-0.5
47	COc1cc(CN2CCN(Cc3ccc(C)cc3)C(CCO)C2)ccc1O (configuration not stated)	0.0	i	-0.22
48	C/C(=C\c1ccccc1)CN1CCN(Cc2ccc(C)o2)C(CCO)C1 (configuration not stated)	-0.2	i	-0.51
49	Cc1cc(=O)oc(C)c1C(=O)N1CCCCC1	-1.8	i	0.67
50	COc1ccc(NS(=O)(=O)Cc2ccccc2)cc1OC	.	i	0.04
51	COc1c(Cl)cc(Cl)cc1C(=O)Nc1ccc(CN2CCOCC2)cc1	-1.6	i	0.13
52	Cc1ccc(-n2cc3ccc([N+](=O)[O-])cc3n2)cc1	0.0	i	1.5
53	N#CCCn1c(SCC(=O)NCC2CCCO2)nc2ccccc21 (configuration not stated)	-1.0	i	1.6
54	O=C(CNS(=O)(=O)c1ccccc1)Nc1ccccc1Br	0.9	i	0.37
55	CC(=O)Nc1ccc(NC(=O)[C@H](C)NC(=O)c2ccco2)cc1	1.2	i	-1.3
56	COc1ccccc1N1CCN(S(=O)(=O)c2ccc(Br)s2)CC1	.	i	-0.67
57	CCOC(=O)c1ccc(NC(=O)CSc2nnc(CNC(=O)c3c(F)cccc3Cl)o2)cc1	-0.2	i	0.11
58	COc1ccc(Cl)cc1NC(=O)CCN1CCN(Cc2ccccc2)CC1	0.0	i	-3.3
59	O=C1CN(S(=O)(=O)c2ccccc2C(F)(F)F)CCN1	-0.8	i	-0.01
60	CCc1ccc(C(=O)/C=C/Nc2ccc(S(=O)(=O)Nc3cnc4ccccc4n3)cc2)cc1	-0.2	i	1.3
61	O=C(c1cccc(F)c1)N1CCC(N2CCOCC2)CC1	-0.8	i	1
62	COc1ccc(C2N(S(=O)(=O)c3ccc(C)cc3)CCN2S(=O)(=O)c2ccc(C)cc2)cc1	0.1	i	-0.14
63	COc1ccc2c(-c3ccccc3)cc(SCC(=O)NC3CCS(=O)(=O)C3)nc2c1 (configuration not stated)	2.0	i	1.5
64	O=S1(=O)CCO[C@H]2Cc3ccccc3[C@H]2N1Cc1ccc(F)cc1	0.5	i	-2.7
65	Clc1ccc(-c2noc(CN3CCOCC3)n2)cc1	-2.3	i	-0.02
66	COc1ccccc1N1C(=O)CC(Nc2ccc(N3CCOCC3)cc2)C1=O (configuration not stated)	-0.9	i	1.3
67	CNS(=O)(=O)c1cc(NC(=O)c2cccc3cccnc23)ccc1C	-0.6	i	0.34
68	Fc1ccc(C(c2nnnn2CCc2ccccc2)N2CCCc3ccccc32)cc1 (configuration not stated)	-1.4	i	-0.01
69	O=C(COC(=O)C1CCC1)Nc1ncc(Cl)cc1Cl	0.2	i	1.9
70	Cn1c(SCC(=O)N2CCOCC2)nnc1-c1cnccn1	-1.5	i	0.76
71	CCOc1ccc(-n2cc(C(=O)NC(C)C)c3cc(OC)c(OC)cc3c2=O)cc1	0.0	i	-0.77
72	O=C(/C=C/c1ccccc1[N+](=O)[O-])c1ccccc1Br	0.5	i	-3
73	O=C1N(CN2C(=O)C3(OCCO3)c3ccccc32)c2ccccc2C12OCCO2	-0.5	i	0.16
74	O=[N+]([O-])c1ccc(CN2CCN(c3ccc(F)cc3)CC2)o1	0.7	i	-0.43
75	COC(=O)COc1ccc2oc(=O)cc(C)c2c1	-0.3	i	1.6
76	CCOC(=O)C(C)Oc1cccc2c(=O)n(CC(=O)NCc3ccc4c(c3)OCO4)ccc12 (configuration not stated)	-3.2	i	-0.08
77	CC1(C)NC(=O)N(CC(O)CN2CCOCC2)C1=O (configuration not stated)	-2.2	i	0.69
78	O=C(COC(=O)c1ccccc1Cc1ccccc1)Nc1ccc(SC(F)F)cc1	6.7	i	0.76
79	O=C(NC1CCCC1)C1CCN(C(=O)c2ccc(Cl)cc2Cl)CC1	-0.6	i	-0.78
80	COc1ccc(NC(=O)C2C3CCC(O3)C2C(=O)O)c(C)c1 (configuration not stated)	-1.7	i	0.28

Later entries:
No.	Structure	STK33 inh	KCNQ2 block	Kir21 block
81	COc1ccccc1NC(=O)C(C)N1C(=O)c2ccccc2C1=O (configuration not stated)	-1.1	i	0.06
82	COc1ccccc1CNC(=O)c1ccc(C)s1	0.0	i	1.1
83	O=C(N/N=C/c1ccc(OC(F)F)cc1)c1ccc(Br)cc1	-1.1	i	0.72
84	c1ccn2cc(CSc3nnc4ccccn34)nc2c1	-0.9	i	-0.04
85	c1ccc(N(c2ccccc2)c2nc(-n3ccnc3)nc(-n3ccnc3)n2)cc1	0.2	i	-0.79
86	COc1ccc(C2c3c(-c4cc(Cl)c(C)cc4O)n[nH]c3C(=O)N2Cc2cccnc2)cc1OC (configuration not stated)	-0.3	i	-0.23
87	CCOC(=O)C1CCN(C(=O)c2ccc3c(c2)NC(=O)/C(=C/c2ccccc2)S3)CC1	-1.3	i	-0.62
88	CC1Sc2ccc(S(=O)(=O)N3CCN(c4cccc(Cl)c4)CC3)cc2NC1=O (configuration not stated)	-1.8	i	0.56
89	O=C(Nc1ccc(C(=O)NCC2CCN(Cc3ccccc3F)CC2)cc1)C1=CSCCO1	3.6	i	-0.01
90	Cc1ccc(N2CC(C(=O)Nc3nnc(SCC(=O)NCC4CCCO4)s3)CC2=O)cc1C (configuration not stated)	-1.7	i	0.05
91	Cc1cccc(N2CCN(C(=O)COc3ccc4ccc(=O)oc4c3)CC2)c1C	0.6	i	-0.51
92	CC(C)(C)c1ccc(OCC(=O)NCc2ccco2)c(Br)c1	-0.7	i	1.1
93	O=C1C=C(c2ccc(Cl)cc2)C(=O)N1Nc1ccccc1	-0.4	i	-0.31
94	COC(=O)Nc1ccc(C)cc1NC(=O)OC	0.9	i	0.28
95	CNc1ccc(Br)cc(C(=O)/C=C/c2cccc(OC)c2)c1=O	-0.9	i	-2.6
96	COc1cc(OC)cc(C(=O)NCC(=O)OCC(=O)N2CCc3ccccc32)c1	-0.4	i	-1
97	CCOC(=O)C1=C(N)OC2=C(C(=O)CC(C)(C)C2)C1c1ccccc1OC (configuration not stated)	0.2	i	-1.1
98	CN(C)S(=O)(=O)c1cccc(NC(=O)COC(=O)c2ccc(Br)o2)c1	-0.3	i	2.8
99	CCc1ccc(/C=C2\SC(=S)N(CCCC(=O)Nc3ccccn3)C2=O)cc1	-1.6	i	-1.7
100	O=C(CN1CCOc2ccccc21)NC1CCCCCCC1	2.2	i	0.56
101	COc1ccc(OC)c(/C=N/NC(=O)c2csc3ccccc23)c1	-1.2	i	-1.2
102	CN(C)c1ccc(/C=N/Nc2nncc3ccccc23)cc1	-2.9	i	-1.1
103	CC(C(=O)OCC(=O)c1ccccc1)N1C(=O)C2C3CCC(C3)C2C1=O (configuration not stated)	-0.4	i	1.2
104	Cc1ccc2nc(NCC(N)=O)nc(-c3ccccc3)c2c1	0.0	i	-2.9
105	CCOc1cc(CNc2ccc(N3CCOCC3)cc2)cc(Br)c1OCC	-1.6	i	-0.08
106	CC(C)(C)c1ccc(-c2n[nH]c(=S)n2CCCN2CCOCC2)cc1	-0.8	i	-1.5
107	O=C(CCc1ccccc1)NNC(=O)c1ccc(Cl)cc1	-0.2	i	-0.75
108	Cc1ccc(S(=O)(=O)Nc2cc(=O)[nH]c(SCC(=O)Nc3cccc(C(F)(F)F)c3)n2)cc1	.	i	-1.3

Structures from the list above that have a cyano group:
No.	Structure	STK33 inh	KCNQ2 block	Kir21 block
23	N#CCSc1nc(N)c(C#N)c(C2CCCCC2)c1C#N	0.2	i	-2.4
53	N#CCCn1c(SCC(=O)NCC2CCCO2)nc2ccccc21 (configuration not stated)	-1.0	i	1.6
